# APE1 inh: APE1 (human) endonuclease inhibition. P27695. recombinant APE1, TAMRA/BHQ-2 abasic DNA cleavage fluorescence. Potency, µM (top dose mostly 65.8 µM), without a hit: at the top dose activity change, negative = inhibition, most hits filed as inhibitors. hit rate 0.35% among 350,000;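 also: plate controls were vehicle for no effect and reference inhibitor for full effect; nearly all actives have a fitted effect of over 55% in size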
# Target sequence (P27695 whole entry, looked up): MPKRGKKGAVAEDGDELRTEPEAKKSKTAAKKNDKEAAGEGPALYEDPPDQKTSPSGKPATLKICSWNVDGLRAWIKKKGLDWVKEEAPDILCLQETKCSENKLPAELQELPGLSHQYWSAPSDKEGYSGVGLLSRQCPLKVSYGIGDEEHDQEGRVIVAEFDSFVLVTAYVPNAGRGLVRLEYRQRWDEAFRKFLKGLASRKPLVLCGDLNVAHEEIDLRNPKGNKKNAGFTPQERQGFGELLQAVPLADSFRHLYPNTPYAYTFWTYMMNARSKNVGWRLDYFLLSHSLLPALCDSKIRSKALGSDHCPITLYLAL
#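 APE1 at 0.75 nM final was preincubated with compound 15 min at room temperature, then 50 nM double-stranded THF abasic-site substrate (5'-TAMRA/3'-BHQ-2) was added. Fluorescence (ex 525/em 598 nm) was read kinetically; third-minus-first read gave activity.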
# Apoferritin bind: binds horse apoferritin like a general anesthetic | P02791 | apoferritin/1-aminoanthracene competitive binding, fluorescence | Potency, µM (highest dose often 77.5 µM), without a hit: at the top dose activity change, negative = displacement, most hits filed as inhibitors | hit rate 0.074% among 350,000 | AID 485281; also: nearly all actives have a fitted effect of over 20% in size
# Target sequence (P02791 2-175 limits assumed): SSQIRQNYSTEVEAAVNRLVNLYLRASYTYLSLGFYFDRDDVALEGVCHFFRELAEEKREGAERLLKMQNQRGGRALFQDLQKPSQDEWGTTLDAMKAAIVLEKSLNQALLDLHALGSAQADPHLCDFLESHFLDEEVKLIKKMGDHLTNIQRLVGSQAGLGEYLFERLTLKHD
#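 Concentration-response curves derived by four-parameter Hill fitting of normalized fluorescence, where compounds displaced 1-AMA from 10 uM horse apoferritin following a brief 10 min room-temperature incubation; propofol titration acted as positive control.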
# * = called active by the depositor; ? = inconclusive; & = joins results of further samples; [ ] = remark or other dose. Calls follow the shape of the dose curve; as a rule, active = well fitted inhibition curve with a large enough effect; inconclusive = small, poorly fitted or top-dose-only effect; inactive = no such curve, though single readings can be large or run the other way. Unless noted, % is scaled to controls: 0 for no effect and ±100 for the full control effect; potency is read from the fitted curve at half-maximal effect. Some of the compounds tested; rates above refer to the full screens.
# Start of the data: the first 2 records, to show the layout:
canonical_smiles | APE1 inh | Apoferritin bind
Cc1ccc(CNC(=O)[C@H](C)[C@@H]2C[C@@]2(C)[C@@H](NC(=O)OCc2ccccc2)c2ccccc2)o1 | 9% | -3%
C=CCOC(=O)C(C(C)=O)C(NC(=O)OC)c1cccc(F)c1 (centres undefined) | 16%[12.4 µM] | -2%[15.3 µM]

# The whole of this part, previewed entries included:
canonical_smiles | APE1 inh | Apoferritin bind
Cc1ccc(CNC(=O)[C@H](C)[C@@H]2C[C@@]2(C)[C@@H](NC(=O)OCc2ccccc2)c2ccccc2)o1 | 9% | -3%
C=CCOC(=O)C(C(C)=O)C(NC(=O)OC)c1cccc(F)c1 (centres undefined) | 16%[12.4 µM] | -2%[15.3 µM]
CCC1=C2CC[C@H]3C(=O)NC(=O)[C@H]3[C@H]2[C@@]2(C)C(=O)N(CC3CC3)C(=O)N2C1=O | -2% | -3%
CC12C=C(/C=C/c3ccc(C(F)(F)F)cc3)C(C)(C1)C(c1ccc(C(F)(F)F)cc1)CC2=O (centres undefined) | -1%[12.4 µM] | ?
Cc1ccc(CNc2ncnc3ccc(-c4c(C)noc4C)cc23)o1 | -4% | -13%
COC(=O)NC(CC(C)=O)c1ccccc1 (centres undefined) | ? | 3%[15.3 µM]
CC1CN2C(CCC(C)C2c2ccc(Br)cc2)C(=O)O1 (centres undefined) | -12%&21%&12%[12.4 µM] | -11%&-12%[15.3 µM]
CCCn1c(C)nc2c(NC(C)CCCN(CC)CC)nc(C)nc21 (centres undefined) | -6% | -9%

# Going on with the list:
canonical_smiles | APE1 inh | Apoferritin bind
CC1(C)O[C@@H]2O[C@H]([C@H](O)CO/N=C3/[C@H]4O[C@@H]4[C@@H](O)[C@H]4[C@H]3CCn3c(=O)n(-c5ccccc5)c(=O)n34)[C@@H](O)[C@@H]2O1 | 20%[12.4 µM] | -4%[15.3 µM]
O=C(N/N=C1/C[C@@H](O)[C@@H](O)[C@@H]2[C@@H]3C(=O)N(Cc4ccc5c(c4)OCO5)C(=O)[C@H]3CC[C@@H]12)OCc1ccccc1 | ? | 4%[15.3 µM]
CNC(=O)[C@@H](Cc1ccccc1)N(C)C(=O)[C@@H](Cc1ccc2ccccc2c1)N(C)C(=O)/C=C/CC(C)(C)N | -5% | -21%
CC1(C)OC(C(O)(c2cc(C(F)(F)F)cc(C(F)(F)F)c2)c2cc(C(F)(F)F)cc(C(F)(F)F)c2)C(C(O)(c2cc(C(F)(F)F)cc(C(F)(F)F)c2)c2cc(C(F)(F)F)cc(C(F)(F)F)c2)O1 (centres undefined) | ? | -1%[15.3 µM]
CC12C=C(/C=C/C=C/c3ccco3)C(C)(C1)C(/C=C/c1ccco1)CC2=O (centres undefined) | ? | -15%[15.3 µM]
Cc1ccc(S(=O)(=O)N[C@H]2COC(=O)C/C=C\[C@@H](C)[C@H](NS(=O)(=O)c3ccc(C)cc3)COC(=O)[C@H](C)NC(=O)C/C=C\[C@H]2C)cc1 | ? | -5%[15.3 µM]
CCN1CCCC1Cn1c(-c2ccccc2)nc2c(N(CCOC)CCOC)nc(C)nc21 (centres undefined) | -1% | -3%
COc1ccc(-c2nnc3n2N=C(c2cc(OC)ccc2OC)CS3)c(OC)c1 | -3% | -24%

# The list goes on:
canonical_smiles | APE1 inh | Apoferritin bind
O=C1[C@H]2[C@H]3[C@H](O)[C@H](O)C/C(=N/OC[C@@H](O)COCc4ccco4)[C@@H]3CC[C@@H]2C(=O)N1C[C@@H]1CCCO1 | ? | 2%[15.3 µM]
COc1cccc(C2=Nn3c(nnc3-c3cc(OC)ccc3OC)SC2)c1 | 10% | -13%
CO[C@H]1COC(=O)CCC[C@@H](C)[C@H](OC)COC(=O)[C@@H](C)NC(=O)C/C=C\[C@@H]1C | ? | -1%[15.3 µM]
COC(=O)c1ccc(CN2[C@@H]3C[C@@H](O)CC[C@@H]3C[C@H]2C(=O)OC)cc1 | -1% | 1%
CCOc1ccccc1-c1nnc2n1N=C(c1c(OC)cccc1OC)CS2 | -3% | -15%
CCC/C=C(\CCC)C(NC(=O)c1ccccc1)c1ccccc1 (centres undefined) | -4% | -8%
CCOC(=O)[C@]1(C(NC(=O)OC)c2cccc(C)c2)CCCC1=O (some centres undefined) | 19%[12.4 µM] | -2%[15.3 µM]
CCCC[C@@H]1C[C@H]1C(NC(=O)c1ccco1)c1ccccc1 (some centres undefined) | ? | -18%

# (cont.)
canonical_smiles | APE1 inh | Apoferritin bind
CCOC(=O)CCN1C(=O)[C@@H]2[C@H]3C(=CC[C@H]2C1=O)C(=O)[C@H]1O[C@H]1[C@H]3O | ? | -1%[15.3 µM]
COc1ccc(COC(=O)N/N=C2/C[C@@H](O)[C@@H](O)[C@@H]3[C@@H]4C(=O)N(Cc5ccccc5)C(=O)[C@H]4CC[C@@H]23)cc1 | 12%[12.4 µM] | 15%[15.3 µM]
CCN(CC)CCCn1c(-c2ccccc2)nc2c(NCCOC)nc(C)nc21 | -2% | -15%
CC[C@@H](c1ccccc1)n1c(=O)n2n(c1=O)[C@H]1[C@H](O)[C@H]3O[C@H]3C(=O)[C@H]1CC2 | ? | 14%[15.3 µM]
C[C@@H](C(=O)Nc1ccc2ccccc2c1)[C@H]1C[C@]1(C)[C@H](NC(=O)Oc1ccc(F)cc1)c1ccccc1 | -4% | -3%
CC1CCC(C(=O)O)NC1c1ccc(-c2ccco2)cc1 (centres undefined) | -10%[12.4 µM] | 1%[15.3 µM]
CCOC(=O)[C@]1(C(NC(=O)OC)c2cccc(F)c2)CCCC1=O (some centres undefined) | 3%[12.4 µM] | -8%[15.3 µM]
CO[C@H]1COC(=O)[C@@H](CCSC)NC(=O)C/C=C\[C@@H](C)COC(=O)[C@@H](OCc2ccccc2)/C=C\[C@@H]1C | ? | -2%[15.3 µM]

# Part of the list above in order of formula weight, ascending:
canonical_smiles | APE1 inh | Apoferritin bind
CC1CCC(C(=O)O)NC1c1ccc(-c2ccco2)cc1 (centres undefined) | -10%[12.4 µM] | 1%[15.3 µM]
CCOC(=O)[C@]1(C(NC(=O)OC)c2cccc(F)c2)CCCC1=O (some centres undefined) | 3%[12.4 µM] | -8%[15.3 µM]
CCN(CC)CCCn1c(-c2ccccc2)nc2c(NCCOC)nc(C)nc21 | -2% | -15%

# Next section:
canonical_smiles | APE1 inh | Apoferritin bind
CCc1cc2c(nc1CC)CCN(CC/C(C)=N/OCC[C@@H]1C=C[C@H](OC(C)=O)[C@H](COC(C)=O)O1)C2 | -10%[12.4 µM] | -4%[15.3 µM]
O=C1[C@@H]2[C@H]3[C@H](O)[C@H](O)C/C(=N/OC[C@@H](O)COCc4ccco4)[C@@H]3CC[C@H]2C(=O)N1c1ccc(F)cc1F | ? | 2%[15.3 µM]
COC(=O)[C@@]1(Cc2ccccc2)[C@H]2c3cc(C(=O)N(C)C)n(Cc4c(CO)[nH]cc(C)c4=O)c3C[C@H]2CN1C(=O)c1ccccc1 | -8% | 8%
CC(=O)N[C@@H](c1ccccc1)[C@]1(C)C[C@H]1[C@@H](C)C(=O)Nc1ccc2ccccc2c1 | ? | -11%
COc1cccc(OC)c1C1=Nn2c(nnc2-c2ccccc2O)SC1 | -4% | -23%
COC(=O)[C@@]1(Cc2ccc(OC)cc2)[C@H]2c3cc(C(=O)N(C)C)n(Cc4ccsc4Br)c3C[C@H]2CN1C(=O)c1ccccc1 | -9% | 8%
C[C@H]1CC[C@H]2C(=O)N3[C@H](c4ccc(Br)cc4)[C@@H](C)CC[C@H]3C(=O)N2[C@@H]1c1ccc(Br)cc1 | 1%[12.4 µM] | -8%[15.3 µM]
O=C(O)c1ccc2c(c1)C(=O)N([C@]1(C(=O)O)C[C@H]1c1ccccc1)C2=O | 2% | 5%

# (continued)
canonical_smiles | APE1 inh | Apoferritin bind
CO[C@@H]1COC(=O)CCC[C@@H](C)[C@H](OC)COC(=O)CCC[C@H]1C | 4%[12.4 µM] | -7%[15.3 µM]
CC1CCC(C(=O)O)NC1c1cccc(N2CCCC2=O)c1 (centres undefined) | 12%[12.4 µM] | 4%[15.3 µM]
N#Cc1nc(NCCCCO)nc(Nc2ccccc2)n1 | -12% | 0%
O=C1[C@H]2[C@H]3[C@H](O)[C@H](O)C/C(=N/OC[C@@H](O)COCc4ccco4)[C@H]3CC[C@@H]2C(=O)N1Cc1ccccc1 | -12%[12.4 µM] | -15%[15.3 µM]
C/C=C\C1=C(CO)[C@H](O)[C@H]2OC2[C@@H]1O (some centres undefined) | 35%[activator][12.4 µM] | 9%[15.3 µM]
COc1cc(OC)cc(-c2nnc3n2N=C(c2c(OC)cccc2OC)CS3)c1 | -7% | -16%
O=C(O)c1ccc2c(c1)C(=O)N([C@H](Cc1ccc(C(F)(F)F)cc1)C(=O)O)C2=O | 1% | -1%
COc1ccc(COC(=O)N/N=C2/C[C@@H](O)[C@@H](O)[C@@H]3[C@H]4C(=O)N(c5ccc(F)cc5F)C(=O)[C@@H]4CC[C@@H]23)cc1 | 37%[activator][12.4 µM] | -3%[15.3 µM]

# Part of the list above, with each value named.
O=C1[C@H]2[C@H]3[C@H](O)[C@H](O)C/C(=N/OC[C@@H](O)COCc4ccco4)[C@H]3CC[C@@H]2C(=O)N1Cc1ccccc1
  APE1 inh: -12%[12.4 µM]
  Apoferritin bind: -15%[15.3 µM]
CO[C@@H]1COC(=O)CCC[C@@H](C)[C@H](OC)COC(=O)CCC[C@H]1C
  APE1 inh: 4%[12.4 µM]
  Apoferritin bind: -7%[15.3 µM]
CC1CCC(C(=O)O)NC1c1cccc(N2CCCC2=O)c1 (centres undefined)
  APE1 inh: 12%[12.4 µM]
  Apoferritin bind: 4%[15.3 µM]
COc1cc(OC)cc(-c2nnc3n2N=C(c2c(OC)cccc2OC)CS3)c1
  APE1 inh: -7%
  Apoferritin bind: -16%

# Next structures
canonical_smiles | APE1 inh | Apoferritin bind
CC[C@@H](c1ccccc1)n1c(=O)n2n(c1=O)[C@H]1[C@H](O)[C@H]3O[C@@H]3/C(=N/OCC(C)C)[C@@H]1CC2 | 13%[12.4 µM] | -4%[15.3 µM]
CCN1C(=O)[C@H]2[C@H]3[C@H](O)[C@H](O)C/C(=N/OC[C@@H]4O[C@H](c5ccccc5)C=C[C@@H]4Oc4ccc(OC)cc4)[C@@H]3CC[C@@H]2C1=O | 38%[activator][12.4 µM] | 6%[15.3 µM]
C[C@@H](c1ccccc1)N1C(=O)[C@H]2[C@H]3[C@H](O)[C@H](O)C/C(=N/NC(=O)OCc4ccccc4)[C@H]3CC[C@@H]2C1=O | 8%[12.4 µM] | -2%[15.3 µM]
CCCC[C@@H]1CN2[C@H](c3ccc(Br)cc3)[C@H](C)CC[C@H]2C(=O)O1 | 11%[12.4 µM] | -12%[15.3 µM]
CO/N=C1/c2cc(OC)ccc2O[C@@H](c2cccc(OC)c2)[C@H]1O | 23%[12.4 µM] | -5%[15.3 µM]
COc1ccc(O[C@H]2C=C[C@@H](c3ccccc3)O[C@H]2COC(=O)CC/C(C)=N\OC[C@@H](O)[C@H]2O[C@H]3OC(C)(C)O[C@H]3[C@@H]2O)cc1 | -10%[12.4 µM] | 5%[15.3 µM]
CC(C)(C)NC(=O)C(c1ccc(I)cc1)N(CCN1CCOCC1)C(=O)CCCNC(=O)c1ccccc1 (centres undefined) | -6% | 2%
COc1ccc(C2=Nn3c(nnc3-c3ccc(OC)cc3OC)SC2)cc1 | -1% | ?

# (more compounds)
canonical_smiles | APE1 inh | Apoferritin bind
CCN1C(=O)[C@H]2[C@H]3[C@H](O)[C@H](O)C/C(=N/O[C@@H](C)c4cn([C@H](CO)Cc5ccccc5)nn4)[C@@H]3CC[C@@H]2C1=O | -7%&41%[12.4 µM] | -8%&2%[15.3 µM]
COc1cccc([C@@H]2Oc3ccc(OC)cc3/C(=N/OC[C@@H](O)COCc3ccco3)[C@@H]2O)c1 | 17%[12.4 µM] | -4%[15.3 µM]
CCC1=C2CC[C@H]3C(=O)N(c4ccccc4)C(=O)[C@H]3[C@H]2[C@@]2(Cc3ccccc3)C(=NCCOC)OC(=O)N2C1=O | -11% | -7%
COC(=O)[C@@]1(Cc2ccc(OC)cc2)[C@H]2c3cc(C(=O)N(C)C)n(Cc4ccc(C)o4)c3C[C@H]2CN1C(=O)c1ccccc1 | 18% | 0%
CC[C@@H](c1ccccc1)n1c(=O)n2n(c1=O)[C@H]1[C@H](O)[C@H]3O[C@@H]3/C(=N/OC/C=C(\C)CCC=C(C)C)[C@@H]1CC2 | 14%[12.4 µM] | -5%[15.3 µM]
CCC/C=C(\CCC)C(NS(=O)(=O)c1ccccc1)c1ccc(C(F)(F)F)cc1 (centres undefined) | -11% | -7%
C#CCCCO/N=C1/C[C@@H](O)[C@@H](O)[C@@H]2[C@@H]3C(=O)N(CC)C(=O)[C@H]3CC[C@H]12 | ? | 0%[15.3 µM]
Cc1noc(C)c1-c1ccc2ncnc(NCc3ccc(F)cc3)c2c1 | -11% | -21%
CC1CCC2C(=O)N3C(CCC(C)[C@H]3c3cccc(N4CCCC4=O)c3)C(=O)N2C1c1cccc(N2CCCC2=O)c1 (some centres undefined) | 6%[12.4 µM] | -6%[15.3 µM]

# Assay outcomes deposited in PubChem BioAssay by National Center for Advancing Translational Sciences (NCATS).
